# Screening data as filed in PubChem BioAssay.
# aSyn yeast inh = alpha-synuclein toxicity inhibition in yeast; Yeast expressing alpha-synuclein, growth rescue, BacTiter-Glo, 24 h; AID 652106; Potency, µM (titrated, usually from 46.1 µM), for inactives: at the highest dose growth rescue (activation), actives largely listed as activators; actives 0.14% (n = 370,000); note: potency is the fitted concentration of half-maximal effect; % of control where 0% means no effect; nearly all actives have a fitted effect of over 65% in size
#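 Rescue of yeast growth: cells expressing toxic alpha-synuclein, induced in galactose at OD600 0.02, incubated with compound 24 h at 30 C. ATP luminescence quantified growth; inhibitors of toxicity appear as activators.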
# EPAC1 antagonist = antagonists of human EPAC1 | O95398 | EPAC1 GEF assay, Rap1b-BODIPY-GDP exchange fluorescence | Potency, µM (highest dose often 115 µM), inactives show at the highest dose activity change, negative = inhibition, hits mostly inhibitors | actives 0.14% (n = 360,000) | AID 720709;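 note: potency is the fitted concentration of half-maximal effect; plate controls were vehicle for no effect and positive control for full effect; nearly all actives have a fitted effect of over 50% in size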
# PI5P4K alpha inh = blocks human PI5P4K alpha kinase activity. PI5P4Kalpha enzyme, ADP-Glo luminescence, 60 min; stronger effect = lower value. max response, %. actives 1.2% (n = 330,000). AID 652105; active = max response of -50% or lower; inconclusive = between -30% and -50%; inactive = -30% or higher; note: value at the top dose of about 77 µM; % is set by controls: 0 for no effect and ±100 for the full control effect
# Target sequence (P48426 whole entry, looked up): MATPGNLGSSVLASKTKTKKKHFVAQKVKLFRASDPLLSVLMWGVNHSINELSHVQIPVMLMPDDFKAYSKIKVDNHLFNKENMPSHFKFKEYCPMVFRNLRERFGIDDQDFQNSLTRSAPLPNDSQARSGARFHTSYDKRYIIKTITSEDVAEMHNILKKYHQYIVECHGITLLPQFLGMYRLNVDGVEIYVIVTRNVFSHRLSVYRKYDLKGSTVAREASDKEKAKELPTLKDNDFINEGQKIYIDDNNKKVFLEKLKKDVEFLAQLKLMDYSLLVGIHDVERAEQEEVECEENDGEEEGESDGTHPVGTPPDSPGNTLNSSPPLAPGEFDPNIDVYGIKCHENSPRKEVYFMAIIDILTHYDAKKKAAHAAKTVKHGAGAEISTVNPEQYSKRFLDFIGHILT
#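 Reactions run in 0.038 M HEPES pH 7.4, 0.28 mM EGTA, 0.1% CHAPS and 5% DMSO, with PI5P4Kalpha, substrate, compound and 5 microM ATP final, one hour at room temperature. Readout is ADP-Glo luminescence.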
# FUS yeast rescue = FUS proteinopathy suppression in yeast; S. cerevisiae FUS-expressing, growth rescue, OD600, 24 h; Potency, µM (top dose mostly 76.6 µM), inactives show at the highest dose growth rescue (activation), most hits filed as activators; actives 0.24% (n = 390,000);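 note: potency is the fitted concentration of half-maximal effect; plate controls were DMSO vehicle for no effect and reference control for full effect; nearly all actives have a fitted effect of over 55% in size; some results filed as inactive show a strong effect at the top dose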
#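 Galactose (2%) drives FUS expression in yeast precultured in raffinose; seeding density OD 0.005. Test compounds incubated 24hr at 30C and 99% humidity before absorbance at 600 nm was measured.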
# EPAC1 agonist = agonists of human EPAC1; O95398; EPAC1 agonist qHTS, biochemical assay; response scale: 100% = response to 6.5 mM cAMP; Potency, µM (titrated, usually from 154 µM), for inactives: top-dose activation, actives largely listed as activators; actives 0.073% (n = 360,000); note: potency is the fitted concentration of half-maximal effect; nearly all actives have a fitted effect of over 60% in size
#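 Read-out is the fluorescence drop as BODIPY-GDP leaves Rap1B (480 nm excitation, 540 nm emission), recorded every 5 minutes over 30 minutes. Reactions held 100 nM EPAC1, 250 nM Rap1B–BODIPY-GDP and 50 uM GDP, with 6.5 mM cAMP setting full activation.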
# WRN inhibitor = blocks human WRN helicase | AID 651768 | Q14191 | actives 0.46% (n = 360,000) | Potency, µM (titrated, usually from 114 µM), inactives show at the top dose activity change, negative = inhibition, actives largely listed as inhibitors | WRN helicase unwinding, fluorescent forked duplex, kinetic; note: potency is the fitted concentration of half-maximal effect; % is set by controls: 0 for no effect and ±100 for the full control effect; nearly all actives have a fitted effect of over 55% in size
#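 Screening of the MLSMR collection measured strand separation of a quenched forked DNA duplex (100 nM) by 20 nM WRN with 2 mM ATP, all final. Compounds were preincubated with enzyme 15 min at room temperature.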
# Abeta rescue = A-beta toxicity reversal in yeast; yeast expressing A-beta42, growth rescue, OD600, 48 h; response scale: 0% DMSO, 100% iron-clioquinol control; Potency, µM (doses to about 46.1 µM), for the others: at the top dose growth rescue, actives largely listed as activators; actives 0.063% (n = 410,000); note: potency is the fitted concentration of half-maximal effect; nearly all actives have a fitted effect of over 55% in size
#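 Yeast growth medium received pinned compounds, then yeast cells expressing toxic A-beta were added; plates incubated at 30 C for 48 hr. Growth read as absorbance at 600 nm, normalized to DMSO and equimolar FeCl3 plus clioquinol controls.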
# PLK1 PBD block = blocks phosphopeptide binding to human PLK1 polo-box domain; Potency, µM, inactives show max response, negative = inhibition, hits mostly inhibitors; P53350; AID 720504; actives 2.8% (n = 360,000); Plk1 PBD binding of FITC phosphopeptide, fluorescence polarization; note: potency is the fitted concentration of half-maximal effect; series mostly up to about 57 µM; % is set by controls: 0 for no effect and ±100 for the full control effect; nearly all actives have a fitted effect of over 65% in size
# Target sequence (P53350 whole entry, looked up, the tested form may be a part): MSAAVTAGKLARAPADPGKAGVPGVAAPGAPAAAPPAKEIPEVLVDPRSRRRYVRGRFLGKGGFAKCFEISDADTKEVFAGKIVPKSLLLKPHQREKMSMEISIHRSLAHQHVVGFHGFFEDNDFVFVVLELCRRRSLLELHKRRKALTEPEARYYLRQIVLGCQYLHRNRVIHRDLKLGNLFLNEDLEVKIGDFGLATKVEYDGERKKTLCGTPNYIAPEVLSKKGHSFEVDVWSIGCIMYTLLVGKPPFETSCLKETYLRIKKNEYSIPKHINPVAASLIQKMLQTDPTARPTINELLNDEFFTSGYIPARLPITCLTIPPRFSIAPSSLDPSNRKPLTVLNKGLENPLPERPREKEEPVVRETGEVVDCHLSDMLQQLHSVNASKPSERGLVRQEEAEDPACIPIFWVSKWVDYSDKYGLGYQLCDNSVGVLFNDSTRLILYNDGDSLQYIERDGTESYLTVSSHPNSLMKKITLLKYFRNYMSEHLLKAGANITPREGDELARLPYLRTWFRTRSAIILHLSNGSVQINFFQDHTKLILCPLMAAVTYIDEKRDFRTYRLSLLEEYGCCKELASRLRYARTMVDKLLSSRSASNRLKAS
# IL2 activator = IL-2 activation; IL-2 activation reporter assay, cell-based qHTS; stimulated with anti-CD3/CD4/CD28 beads; in transgenic mouse T cells; activation, % (series mostly up to about 46 µM); actives 0.065% (n = 360,000); in the data active = activation above about 50%; inconclusive = mostly about 30% to 49%; note: 0% is about no effect
#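 Readout: EGFP and DsRed signals by fluorescent plate cytometry. Unstimulated transgenic mouse T cells received compound 60 min before antibody-bead stimulation, then incubated 18 h at 37 degrees C.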
# * marks the source's active call; other numbers are inactive results; ? = inconclusive; · = no result given; [ ] = dose if it differs, or a comment. Unless noted, calls come from the whole dose curve; as a rule, active = well fitted curve in the direction sought with a large enough effect; inconclusive = small, poorly fitted or top-dose-only effect, or another doubt; inactive = no such curve, though single readings can be large; an effect the other way counts as inactive or inconclusive.
item	canonical_smiles	aSyn yeast inh	EPAC1 antagonist	PI5P4K alpha inh	FUS yeast rescue	EPAC1 agonist	WRN inhibitor	Abeta rescue	PLK1 PBD block	IL2 activator
1	O=C(CC1Sc2ccccc2NC1=O)Nc1cccnc1 (stereo unspecified)	0%	-2%	8	18%	4%	-4%	0%	-2%	-1.4
2	COc1ccccc1CCC(=O)N1CCC(n2nccc2NC(=O)CC(C)C)CC1	-2%	-2%	5	·	4%	-10%	1%	-3%	3.0
3	COc1ccc(Cc2nnc(NCCO)[nH]c2=O)cc1OC	-7%	-13%	-27	-9%	15%	?	-5%	6µM*	-0.5
4	COCCOC(=O)c1c(C)n(C)c2ccc(OC(=O)c3c(OC)cccc3OC)cc12	2%	-24%	-10	0%	0%	9%	-29%	9.5µM*	-0.8
5	CCC(c1nnc(SCC(=O)Nc2nnc(-c3ccccc3)o2)n1Cc1ccccc1)N(C)C (stereo unspecified)	0%	1%	·	29%	0%	3%	2%	-6%	-0.7
6	N#CC[n+]1cc(-c2ccc(Cl)cc2)n2c1CCC2	1%	-2%	·	23%	14%	-2%	-15%	-8%	-1.5
7	CC(=O)Nc1cccc(NC(=O)c2ccc([N+](=O)[O-])cc2Cl)c1	3%	-18%	-2	·	-2%	-10%	-9%	3%	-4.9
8	Cc1cccc(C(=O)N2CCCC(c3nc(-c4ccc(F)cc4)no3)C2)c1 (stereo unspecified)	10%	-2%	12	16%	4%	-25%	19%	-6%	-0.3
9	COc1ccc(NC(=O)c2ccc3c(=O)n(-c4ccc(OC)cc4OC)c(=S)[nH]c3c2)c(OC)c1	4%	0%	-22	26%	-3%	-3%	-6%	-3%	1.5
10	COc1ccc(C(=O)c2c(O)cc(-c3ccc(OC)cc3)oc2=O)cc1	11%	-8%	3	·	7%	1%	-16%	-3%	1.6
11	Cc1ccc(CS(=O)(=O)CCC(=O)O)cc1	-4%	-6%	4	-29%	8%	1%	12%	-15%	1.1
12	CCN1C(=O)NC2C1N(S(C)(=O)=O)CCN2S(C)(=O)=O (stereo unspecified)	13%	15%	10	7%	7%	-14%	-16%	-4%	0.9
13	CSc1sc(C(=O)NN)c2c1C(O)CCC2 (stereo unspecified)	·	2%	·	-5%	12%	·	-6%	·	4.7
14	CN(C)c1ccc(N=Nc2cccc3ccoc23)cc1	-11%	-13%	25	-9%	3%	-6%	-16%	1%	1.8
15	COc1ccc(C(=O)c2cnc(C(C)C)n2C)cc1	-7%	-2%	·	-29%	8%	-9%[57.1 µM]	-5%	2%	-4.3
16	O=c1n(Cc2ccccc2)c(O)c2n1Cc1ccccc1N=C2c1ccccc1	0%	6%	0	-20%	-1%	7%	-10%	-4%	-0.2
17	Cc1cccc(NC(=O)CNC(=O)c2sc3ccccc3c2Cl)n1	0%	?	-51*	18%	3%	-4%	-7%	0%	1.7
18	COc1cccc(/C=C(/C(=O)OCC(N)=O)c2ccccc2)c1	-1%	-20%	8	7%	0%	10%	-15%	-6%	-0.8
19	Cn1c(=NC(=O)C2CC2)sc2cccc(F)c21	?	0%	6	-27%	0%	-6%	-18%	1%	1.5
20	O=C1CC(N2CCC(O)CC2)C(=O)N1c1ccc(Br)cc1 (stereo unspecified)	-10%	-4%	-9	-13%	8%	-14%	-94%[inhibitor]	-6%	-0.1

# PI5P4K alpha inh: entries above that show a hit.
no.	canonical_smiles	EPAC1 antagonist	PI5P4K alpha inh	EPAC1 agonist	WRN inhibitor	PLK1 PBD block	IL2 activator
17	Cc1cccc(NC(=O)CNC(=O)c2sc3ccccc3c2Cl)n1	?	-51*	3%	-4%	0%	1.7

# Profiles as entered above. Values in the order: aSyn yeast inh | EPAC1 antagonist | PI5P4K alpha inh | FUS yeast rescue | EPAC1 agonist | WRN inhibitor | Abeta rescue | PLK1 PBD block | IL2 activator
# `O=C1CC(N2CCC(O)CC2)C(=O)N1c1ccc(Br)cc1` (stereo unspecified) is entered as -10% | -4% | -9 | -13% | 8% | -14% | -94%[inhibitor] | -6% | -0.1
# `CN(C)c1ccc(N=Nc2cccc3ccoc23)cc1` is entered as -11% | -13% | 25 | -9% | 3% | -6% | -16% | 1% | 1.8
# `CSc1sc(C(=O)NN)c2c1C(O)CCC2` (stereo unspecified) is entered as · | 2% | · | -5% | 12% | · | -6% | · | 4.7
# `COc1ccc(Cc2nnc(NCCO)[nH]c2=O)cc1OC` is entered as -7% | -13% | -27 | -9% | 15% | ? | -5% | 6µM* | -0.5
# `CCC(c1nnc(SCC(=O)Nc2nnc(-c3ccccc3)o2)n1Cc1ccccc1)N(C)C` (stereo unspecified) is entered as 0% | 1% | · | 29% | 0% | 3% | 2% | -6% | -0.7

# More results
item	canonical_smiles	aSyn yeast inh	EPAC1 antagonist	PI5P4K alpha inh	FUS yeast rescue	EPAC1 agonist	WRN inhibitor	Abeta rescue	PLK1 PBD block	IL2 activator
21	COc1cc(OC)c(C2CC(=O)N3CN(c4ccc(C)cc4)CSC3=C2C#N)cc1OC (stereo unspecified)	-8%	-2%	-77*	·	10%	?	2%	21µM*	-0.2
22	CCOc1ccc(C2NC(=O)NC(C)=C2C(=O)OCc2ccccc2)cc1 (stereo unspecified)	-8%	-15%	3	16%	-18%	-30%	-10%	-10%	1.3
23	COc1ccc(OCCSc2nnc(-c3ccoc3C)n2C)cc1	12%	-1%	0	-11%	10%	3%	-14%	-9%	-0.4
24	CCOC(=O)N1CCN(C(=S)NC(C)(C)C)CC1	-1%	23%	0	22%	5%	9%	1%	-3%	-0.9
25	Cc1cccc(NC(=O)C2CCN(C(=O)N3CCOc4ccccc43)CC2)c1C	-10%	18%	1	1%	3%	3%	6%	-10%	0.1
26	Cc1ccccc1S(=O)(=O)Cc1ccc(C(=O)NCc2ccco2)o1	1%	-11%	-22	-22%	-5%	0%	4%	24µM*	1.7
27	CCOc1cccc(C(=O)NC(=S)NCc2cccnc2)c1	1%	-11%	-3	-12%	5%	-1%	-8%	-10%	2.3
28	CC(=O)Nc1cccc(C(=O)/C=C/c2ccco2)c1	-1%	0%	-13	31%	-3%	-15%	10%	-22%	-0.5
29	O=C(C[n+]1cc(-c2ccccc2)n2c1CCC2)N1c2ccccc2Sc2ccccc21	5%	-7%	-6	·	-4%	16%	0%	-1%	-0.5
30	O=C(Cc1ccc(Cl)cc1Cl)OCC(=O)N1CCN(C(=O)c2ccco2)CC1	0%	8%	-3	15%	4%	-5%	0%	-19%	-2.7
31	O=C(N/N=C\c1ccccc1)c1cccc(C(=O)N/N=C\c2ccccc2)n1	-2%	20%	-1	13%	4%	-2%	2%	-5%	3.6
32	O=C(CSc1nc(C2CCCCC2)n(-c2ccccc2)n1)NCC(F)(F)F	9%	-12%	3	·	-12%	-7%	1%	4%	-0.5
33	O=C(NCC(F)(F)F)C1C(=O)Nc2ccccc2C(=O)N1Cc1ccccc1 (stereo unspecified)	0%	-20%	2	-9%	-8%	6%	-10%	-7%	1.4
34	Cc1onc(-c2ccccc2Cl)c1C(=O)Nc1ccc(S(=O)(=O)Nc2nccs2)cc1	-7%	-21%	-30	6%	5%	-15%	0%	-16%	2.2
35	O=[N+]([O-])c1cc2c(cc1/C=N/NS(=O)(=O)c1ccc(Br)cc1)OCO2	1%	-14%	-21	40%	-10%	-15%[57.1 µM]	-7%	?	7.7
36	CN(CCOc1ccccc1)C(=O)c1ccc(F)c(S(=O)(=O)N2CCOCC2)c1	3%	4%	0	-11%	-6%	-1%	21%	2%	-1.3
37	C[C@@H]1CN([C@@H](C)CO)C(=O)CCCn2nncc2CO[C@H]1CN(C)S(C)(=O)=O	-2%	13%	-3	-13%	-14%	1%	0%	-8%	-3.9
38	CCOc1ccccc1Oc1cn[nH]c1-c1ccc(O)cc1O	2%	-19%	5	16%	7%	-2%	6%	0%	0.7
39	Cc1c(C(=O)N2CC3(CC(c4cccc(NC(=O)CC(c5ccccc5)c5ccccc5)c4)=NO3)C[C@@H]2C(N)=O)cc([N+](=O)[O-])cc1[N+](=O)[O-] (stereo partly specified)	6%	0%	-7	30%	-28%	5%	-6%	-1%	0.1
40	COc1ccc(NC2=C(C)C(=O)CC2)cc1	0%	1%	-4	-23%	17%	0%	-7%	-5%	0.0
41	c1ccc(CSc2snnc2-c2ccccc2)cc1	-10%	-8%	6	5%	13%	5%	-3%	-5%	-3.1
42	COc1ccc(OCc2ccc(-c3nc4ccccc4c(=O)n3N)o2)cc1	3%	-1%	-14	16%	-5%	-1%	-17%	2%	-0.6
43	Cc1ccccc1NC(=O)c1ccno1	-1%	-3%	-3	-17%	3%	-5%	-8%	-18%	-2.6
44	N#Cc1ccc(S(=O)(=O)N2CCCCC2c2cc(C(=O)Nc3cccc4c3CCCC4)no2)cc1 (stereo unspecified)	2%	10%	2	?	14%	2%	-5%	-3%	-0.7
45	C=CCN(C(=O)Nc1ccc2c(c1)nc(C)n2C)c1ccccc1	-3%	15%	-5	28%	-6%	-13%	-10%	-4%	-0.6
46	O=C(CN1c2cccc3cccc(c23)S1(=O)=O)Nc1ccc(F)c(F)c1F	24%	1%	-9	-2%	-4%	10%	24%	-3%	-0.1
47	Cc1ccc(CCN2CC(C(=O)NC(C)C)CC2=O)cc1 (stereo unspecified)	-3%	5%	0	-9%	12%	10%	14%	-10%	0.2
48	CCOc1ccc(/C=C2\SC(=S)NC2=O)cc1OC	-1%	?	-78*	21%	5%	-14%	1%	-19%	0.4
49	COc1ccc(C)cc1-n1nnnc1SCc1nc2ccccc2c(=O)[nH]1	-5%	-17%	-7	15%	8%	-3%	17%	1%	0.0

# An excerpt from above, reduced to EPAC1 agonist:
No. | compound | EPAC1 agonist
48 | CCOc1ccc(/C=C2\SC(=S)NC2=O)cc1OC | 5%
46 | O=C(CN1c2cccc3cccc(c23)S1(=O)=O)Nc1ccc(F)c(F)c1F | -4%
